Screens from PubChem BioAssay.
Ecoli viability: reduces bacterial viability in AddAB counter-screen; E. coli V3065 growth, OD600 absorbance, 18 h; inhibition, % at 11.9 µM; 0.27% of 330,000 active;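 active = inhibition above the campaign's mean inhibition across all tested compounds plus 3 SD, cut at about 9.9% in these data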;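 also: uninfected addAB+ strain grown without phage in ampicillin broth; 0% = DMSO wells and 100% = ciprofloxacin 0.95 µg/ml wells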
CAL PDZ FP-1: inhibitors of human CAL PDZ peptide binding | 0.02% of 330,000 active | AID 504414 | inhibition, % at 20 µM | purified CAL PDZ, TMR-peptide fluorescence polarization, 1 h | Q9HD26;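 active = highest replicate inhibition of at least 40%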;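 also: plate controls were DMSO neutral control wells for no effect and unlabeled competitor peptide control wells for full effect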
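Test system: tagged CAL PDZ domain / Buffer or medium: sodium phosphate/NaCl buffer pH 7.4 with TCEP, IgG, Thesit / Reagent: TMR-labelled reporter peptide T*-PRC34 bound in PDZ groove / Compound dosing: single point, 20 µM / Schedule: 1 h incubation at room temperature before polarization reading / Technique: fluorescence polarization (mP) / Benchmarks: unlabelled peptide, DMSO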
AddAB inh: less growth of phage-infected E. coli with AddAB. inhibition, % at 11.9 µM. 0.29% of 330,000 active. E. coli expressing H. pylori AddAB, absorbance growth; in the data active = inhibition above about 12%;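 also: 0% = vehicle wells of infected cells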
Wnt bcat act: activates Wnt/beta-catenin signaling in a reporter cell assay. activator, plate reader. activation, % at 9.35 µM. 1.2% of 300,000 active. AID 743398; in the data active = activation above about 30%, passing the limit was not always enough;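 also: 0% = neutral control wells and 100% = positive control wells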
SR-BI DiI-HDL act: SR-BI HDL lipid transfer activation. CHO ldlA[mSR-BI] cells, DiI-HDL uptake fluorescence, 3 h; 100 = double the neutral-control signal. activation, % at 12.5 µM. 0.096% of 320,000 active;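 active = mean replicate activation of at least 60% and every replicate at or above 60%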;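 also: 0% = median plate neutral-control signal and 100% = twice that signal; values of inactives mirror those of a sister screen read the other way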
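System: CHO ldlA[mSR-BI] cells / Medium: HEPES-buffered (25 mM, pH 7.4) F12 plus 0.5% BSA / Probe or stimulus: labelled HDL, 10 µg/mL / Doses: single compound concentration, delivered by pin transfer / Schedule: 3 h, 37 °C / Measured by: DiI fluorescence, bottom read / Measure: cell-associated DiI fluorescence as measure of HDL uptake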
MITF TRPM1 HTS: MITF TRPM1 promoter activation in melanoma cells; SK-MEL-5 TRPM1-promoter luciferase, 24 h; % of positive control, neutral wells = 0; activation, % at 12.5 µM; 0.75% of 300,000 active; AID 588334;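 active = mean activation of at least 80% with every replicate also reaching 80%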;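 also: 0% = neutral control wells and 100% = parthenolide positive control wells; values of inactives mirror those of a sister screen read the other way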
phage Ecoli inh: E. coli growth loss with phage present | growth absorbance | inhibition, % at 11.9 µM | 0.26% of 360,000 active; in the data active = inhibition above about 11%
Tat export inh: E. coli Tat transport inhibition | E. coli MC4100 TorA-mCherry Tat export, fluorescence | inhibition, % at 10 µM | 0.036% of 340,000 active | AID 488895;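 active = mean replicate inhibition at least 50% and at least half of replicates individually reaching 50%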;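 also: exported cargo escapes ClpAP degradation while cytoplasmic cargo is degraded and loses fluorescence; 0% = median of neutral control wells and 100% = median of NaSCN control wells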
SR-BI DiI inh: inhibitors of mouse SR-BI mediated HDL lipid uptake | Q61009 | ldlA[mSR-BI] CHO cells, DiI-HDL uptake fluorescence, 3 h | inhibition, % at 12.5 µM | 0.96% of 320,000 active;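 active = mean replicate inhibition of at least 70% and a set share of replicates each scoring 70 or more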;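 also: 0% = median of neutral control wells and 100% = median of positive control wells; values of inactives mirror those of a sister screen read the other way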
Target sequence (Q61009 whole entry, looked up): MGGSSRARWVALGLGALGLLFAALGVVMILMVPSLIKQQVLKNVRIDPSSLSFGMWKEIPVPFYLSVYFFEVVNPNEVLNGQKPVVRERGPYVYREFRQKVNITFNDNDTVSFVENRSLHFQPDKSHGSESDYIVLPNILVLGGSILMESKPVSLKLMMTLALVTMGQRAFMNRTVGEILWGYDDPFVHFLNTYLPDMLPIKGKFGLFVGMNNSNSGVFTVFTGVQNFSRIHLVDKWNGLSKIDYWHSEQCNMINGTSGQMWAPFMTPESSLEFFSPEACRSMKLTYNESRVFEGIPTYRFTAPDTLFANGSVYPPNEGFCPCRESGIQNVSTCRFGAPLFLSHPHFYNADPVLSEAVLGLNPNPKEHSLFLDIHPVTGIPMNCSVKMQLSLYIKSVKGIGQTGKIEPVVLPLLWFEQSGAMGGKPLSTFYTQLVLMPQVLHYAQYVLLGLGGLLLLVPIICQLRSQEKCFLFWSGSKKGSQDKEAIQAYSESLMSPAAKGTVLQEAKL
CAL PDZ FP-2: blocks peptide binding to the human CAL PDZ domain. 0.92% of 300,000 active. inhibition, % at 24.9 µM. purified CAL PDZ, TMR-peptide fluorescence polarization, 1 h. AID 602252;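 active = mean inhibition of at least 30% with at least half of replicates also reaching 30%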;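 also: 0% = DMSO neutral control and 100% = excess unlabeled competitor peptide PRC23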
* hit, by the source's call; · = no result given. Rows were taken by chance. About 3.6% of those tested had a hit in this group.

Preview, 2 compounds:
SMILES	Ecoli viability	CAL PDZ FP-1	AddAB inh	Wnt bcat act	SR-BI DiI-HDL act	MITF TRPM1 HTS	phage Ecoli inh	Tat export inh	SR-BI DiI inh	CAL PDZ FP-2
CCN1CCN(C(c2nnnn2Cc2ccc3c(c2)OCO3)C(C)C)CC1 (centres undefined)	-0.9	0.1	3.6	-1.6	3.6	·	2.9	-3.4	-3.6	0.2
CCOc1ccc(S(=O)(=O)N2CCC(C(=O)NCc3cccnc3)CC2)cc1C	-1.6	-0.1	1.8	-0.6	12.7	-16.9	-3.2	6.8	-12.7	·

The list itself, from the first entry:
SMILES	Ecoli viability	CAL PDZ FP-1	AddAB inh	Wnt bcat act	SR-BI DiI-HDL act	MITF TRPM1 HTS	phage Ecoli inh	Tat export inh	SR-BI DiI inh	CAL PDZ FP-2
CCN1CCN(C(c2nnnn2Cc2ccc3c(c2)OCO3)C(C)C)CC1 (centres undefined)	-0.9	0.1	3.6	-1.6	3.6	·	2.9	-3.4	-3.6	0.2
CCOc1ccc(S(=O)(=O)N2CCC(C(=O)NCc3cccnc3)CC2)cc1C	-1.6	-0.1	1.8	-0.6	12.7	-16.9	-3.2	6.8	-12.7	·
CCOC(=O)c1c(C)[nH]c(C)c1S(=O)(=O)N(C)CC(=O)NCc1ccc(C)cc1	-0.2	-2.1	0.9	-0.7	20.4	20.4	2.7	-1.0	-20.4	-3.8
Cc1ccc(C)c(Cn2c(=O)c3c(nc4n3CCN4Cc3ccco3)n(C)c2=O)c1	-0.4	·	1.9	-4.5	-12.2	·	-0.8	-5.5	12.2	1.3
CCC(C)Sc1nc2c(cnn2-c2ccc(C)c(C)c2)c(=O)[nH]1 (centres undefined)	3.5	-0.2	1.7	1.9	9.3	2.4	1.3	-7.5	-9.3	·
Cc1ccc2cc3cc(C(=O)NCc4ccco4)oc3nc2c1	-1.1	-2.5	0.8	3.4	-24.6	37.6	0.6	-12.3	24.6	0.5
CC(C)c1ccc(Nc2ccc(C(=O)O)cc2[N+](=O)[O-])cc1	2.0	-1.8	2.1	4.1	-2.0	9.1	-0.7	3.4	2.0	-1.6
CCOc1cc(CN2CCN(c3ncccn3)CC2)ccc1OC	0.0	-2.1	3.7	0.6	21.4	6.2	0.8	4.0	-21.4	·
O=C(Nc1cccc(-c2csc(Nc3cccc(C(F)(F)F)c3)n2)c1)c1ccccc1	-0.3	0.0	4.1	0.2	-78.3	-9.3	-1.7	0.4	78.3*	2.5
CCOC(=O)C(C)n1cnc2scc(-c3ccc(C)cc3)c2c1=O (centres undefined)	-0.2	-1.0	3.6	-1.3	-44.7	·	0.9	-5.0	44.7	-0.3
N/C(=N/OCC(=O)Nc1cccc2ccccc12)c1nonc1N	-2.6	-1.1	-0.7	·	-9.8	-8.1	0.5	7.6	9.8	0.5
Cc1ccc(NS(=O)(=O)c2ccc(C)c(C(=O)NCC(c3ccccc3)N(C)C)c2)cc1 (centres undefined)	-0.5	0.2	2.5	0.3	1.0	1.6	1.0	3.9	-1.0	-8.9
Cc1ccc(NC(=S)N2CCN(S(C)(=O)=O)CC2)cc1C	·	-1.9	·	3.9	17.6	-0.1	1.5	-1.0	-17.6	-1.7
CCc1cc(C(=O)Nc2ccc(S(=O)(=O)NC3=NCCCCC3)cc2)sc1C	2.4	-4.6	2.4	-9.6	-24.0	-12.3	4.8	9.9	24.0	-3.4
CN(C)c1nc(=S)nc(NCc2ccccc2)[nH]1	-1.1	-2.7	1.4	12.8	19.8	-2.3	-1.7	-0.4	-19.8	-4.5
CCOC(=O)N1CCN(C(=O)/C(=C/c2ccc(Cl)cc2)NC(=O)c2ccccc2)CC1	-1.7	-0.6	-0.8	-2.9	17.1	-0.3	1.0	8.3	-17.1	-0.5
O=C(CS(=O)(=O)c1c[nH]c2ccccc12)N1CCCCCC1	-0.6	0.3	3.6	-0.4	10.6	-12.4	3.6	-1.9	-10.6	-1.7
Oc1ccc(/C=N/Nc2nccnc2Cl)cc1	-2.2	-8.5	-0.7	47.3*	8.8	-4.1	-0.9	3.3	-8.8	-1.1
COCc1c(C(=O)N/N=C/C2CC=CCC2)nnn1-c1nonc1N (centres undefined)	0.6	-0.3	1.6	-0.4	·	-0.4	1.4	-4.1	·	3.0
Cc1ccc2c(c1)[C@H]1[C@H](CO2)[C@H](c2ccccc2)[C@]2(C)C(=O)N(Cc3ccco3)CC(=O)N12	0.8	-0.7	2.6	-3.8	6.7	6.7	3.4	-10.5	-4.5	-4.1
O=C(Nc1ccc(F)cc1)C1CCC(N2C(=O)c3ccccc3C2=O)CC1 (centres undefined)	1.5	-2.4	0.5	·	-39.4	0.4	-0.6	5.9	39.4	-2.2
O=[N+]([O-])c1cccc(S(=O)(=O)NC2CC3CCC2C3)c1 (centres undefined)	0.6	-1.2	0.7	-1.2	4.3	1.6	0.8	-3.5	-4.3	1.0
CCS(=O)(=O)N1Cc2ccccc2CC1C(=O)Nc1cccc(OC)c1 (centres undefined)	0.6	-0.9	-1.4	15.3	3.4	19.3	0.0	-8.8	-3.4	1.6
COC1=C/C(=C/c2c(O)c(C#N)c3ccccn23)C=CC1=O	0.6	-0.7	-1.7	34.4*	·	-0.4	0.1	-2.1	·	-10.3
Cc1nc(-c2cccnc2)sc1C(=O)Nc1cccc(C(F)(F)F)c1	-0.4	-1.3	2.8	·	-47.6	3.3	3.0	1.1	47.6	-3.0
Cc1ccc(NC(=O)CCNC(=O)c2ccco2)cc1Cl	5.8	0.5	11.9	0.6	·	5.6	8.9	-2.3	·	5.6
Cc1cccc(C(=O)OCC(=O)NC(=O)Cc2ccccc2)c1O	3.7	14.2	5.1	1.2	15.2	9.2	0.0	-0.5	-15.2	9.2
O=C(Nc1cccc(Cl)c1)c1ccncc1	2.1	·	-0.6	0.0	-2.6	1.7	2.5	10.3	2.6	-6.9
O=S(=O)(c1ccc(Oc2ccc(Br)cc2)cc1)N1CCOCC1	-0.5	·	4.4	0.4	-16.3	-6.1	3.4	10.4	16.3	-7.2
O=C(c1cc(=O)c2ccccc2o1)N1CCN(c2ccccc2F)CC1	0.2	-0.2	6.3	5.1	8.0	5.6	2.5	6.2	-8.0	-1.5
CCc1ccc(NC(=O)NCCCN2CCCC2=O)cc1	0.2	-3.1	-1.7	9.0	2.1	8.9	1.8	-1.3	-2.1	-2.7
O=S(=O)(c1ccc2ccccc2c1)N1CCNCC1	1.5	0.0	0.2	·	14.4	-9.1	·	-1.8	-14.4	5.9
Cc1cccc2c1c1ccc3c(c1n2C)C(=O)C=CC3=O	·	-1.2	·	-2.9	-35.9	-93.5	3.9	-4.9	35.9	-5.0
CCOC(=O)C1=C(C)NC2=C(C(=O)CCC2)C1c1coc2ccccc2c1=O (centres undefined)	4.1	-0.6	3.0	-0.9	4.0	-14.7	2.1	3.8	-4.0	-1.7
CN(C)S(=O)(=O)c1ccc(C(=O)NCc2nnc(SCC(=O)NCc3ccco3)o2)cc1	2.1	-2.4	4.1	1.3	16.0	6.4	3.7	-11.7	-16.0	-3.0
COc1ccc(/C=C/C(=O)NC(=S)NNC(=O)c2c(-c3ccccc3)noc2C)cc1	-2.1	0.2	-1.6	-1.0	-1.5	-6.1	1.2	-8.7	1.5	-1.2
Cc1cc(N2CCN(C(=O)c3ccco3)CC2)c2ccccc2n1	2.0	-0.1	5.9	3.0	14.9	·	2.9	-6.3	-14.9	-0.8
O=C1NC(c2cc3c(cc2Cl)OCO3)Oc2ccccc21 (centres undefined)	2.0	·	0.2	1.8	1.2	·	2.5	2.3	-1.2	1.9
CC(C)(C)c1ccc(C(=O)NCCOc2ccccc2F)cc1	-1.5	-0.8	-0.2	-0.9	30.1	-24.7	2.0	2.4	-30.1	7.5
Cc1nonc1OCCN1CCN(c2ccc([N+](=O)[O-])cc2)CC1	1.8	0.2	0.4	1.0	-14.8	7.4	3.9	-1.1	14.8	-8.2
O=C(C1CC(=O)N(c2ccc(Cl)cc2)C1)N1CCOCC1 (centres undefined)	1.3	-0.6	4.4	-0.9	15.3	1.1	3.1	-1.6	-15.3	-1.1
Cc1ccc(C)c(NC(=O)c2ccc(OC(=O)c3ccco3)cc2)c1	-1.2	-0.8	1.2	·	0.4	24.0	2.4	19.0	-0.4	0.5
CCOC(=O)C1CCN(c2nc(-c3ccc(C)cc3)nc3ccccc23)CC1	-0.5	-1.8	0.9	-2.5	-52.6	3.3	-1.7	14.3	52.6	84.8*
O=C1C(Oc2ccccc2)C(c2cccs2)N1Cc1ccc2c(c1)OCO2 (centres undefined)	0.1	-0.8	0.1	·	-17.6	-2.2	1.7	-3.3	17.6	-4.3
O=C(COC(=O)c1nc(Cl)ccc1Cl)NNC(=O)c1cccs1	-1.5	-2.1	-0.9	1.6	37.4	-9.7	-2.6	-0.3	-37.5	0.3
O=C(CN1c2cccc3cccc(c23)S1(=O)=O)Nc1cccc(S(=O)(=O)N2CCOCC2)c1	-0.8	-1.6	0.1	9.7	-30.7	-5.2	1.8	-5.3	30.7	-6.6
N#CCCn1c(SCC(=O)Nc2ccc(N3CCOCC3)cc2)nc2ccccc21	0.0	-0.9	2.9	-0.1	-5.2	-15.3	3.3	-3.4	5.2	7.4
CSc1ncccc1C(=O)NC(C)CCc1ccccc1 (centres undefined)	3.7	-0.5	4.2	0.6	-18.8	-1.1	2.1	7.5	18.8	-2.4
O=C(O)c1ccc(CSC2CCCCC2)cc1	-0.7	-0.3	-0.2	0.5	38.7	-10.2	-0.6	11.6	-38.7	-2.6
COc1ccc(NC(=O)Nc2ccc3c(c2)C(=O)N([C@H](C)CO)C[C@H](C)[C@@H](CN(C)C(=O)Nc2ccccc2)O3)cc1	-0.5	-0.1	1.2	-1.8	-4.4	0.2	4.0	-3.0	4.4	7.8
O=C(NC1CCCCC1)c1ccc(Br)o1	-3.0	-1.3	2.2	·	-0.9	12.6	1.4	-3.4	0.9	-4.2
O=c1c2[nH]c3ccc(F)cc3c2ncn1Cc1ccncc1	-3.4	0.1	-4.4	-1.5	·	2.2	-2.4	0.2	·	5.3
Cc1cccc(C)c1NC(=O)C1(N(Cc2ccco2)C(=O)c2ccccn2)CCCC1	2.2	-1.0	1.8	·	-1.8	9.5	1.5	5.7	1.8	-3.2
O=c1nc(N2CCOCC2)ccn1-c1nc(-c2ccccc2)sc1-c1ccccc1	1.6	-1.2	0.4	-3.2	-17.2	3.1	-0.2	4.6	17.2	-6.2
COc1ccccc1CNC(=O)C/C(C)=N/NC(=O)Cc1ccc(Cl)cc1	-1.8	-1.1	2.8	0.2	·	-11.1	-0.1	0.3	·	-5.5
CC(=O)N1CCN2C(=O)C1CCCC(=O)c1cc(C(C)C)ccc12 (centres undefined)	0.6	·	-0.3	-0.4	10.6	17.3	2.7	5.7	-9.9	-5.6
COc1ccc(Cl)cc1NC(=O)COC(=O)C1CC(=O)N(Cc2ccccc2)C1 (centres undefined)	0.4	0.9	-1.0	-2.7	13.8	-6.8	2.3	2.5	-13.8	-4.0
